# Mtb RmlCD inh: inhibitors of Mycobacterium tuberculosis RmlC and RmlD coupled enzymes. RmlC+RmlD coupled enzyme assay, percent inhibition; primary screen in compound mixtures. AID 1533. 160,000 compounds, 0.03% hits. inhibition, % at 3.6 µM. P9WH09+P9WH11; in the data active means inhibition mostly above about 34%, no sharp cut-off; inconclusive means no clear call, values can overlap the other calls; inactive means mostly below about 22%; further: some results filed as inactive read as strong as hits
# Target sequence (P9WH09 whole entry, looked up): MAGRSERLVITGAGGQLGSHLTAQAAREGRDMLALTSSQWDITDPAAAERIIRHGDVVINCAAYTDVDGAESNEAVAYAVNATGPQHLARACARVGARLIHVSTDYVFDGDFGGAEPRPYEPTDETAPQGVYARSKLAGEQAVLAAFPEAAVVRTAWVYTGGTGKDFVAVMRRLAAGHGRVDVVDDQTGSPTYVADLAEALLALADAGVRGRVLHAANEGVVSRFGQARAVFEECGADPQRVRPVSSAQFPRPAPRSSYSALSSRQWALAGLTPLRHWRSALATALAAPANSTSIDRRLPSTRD
# Target sequence (P9WH11 whole entry, looked up): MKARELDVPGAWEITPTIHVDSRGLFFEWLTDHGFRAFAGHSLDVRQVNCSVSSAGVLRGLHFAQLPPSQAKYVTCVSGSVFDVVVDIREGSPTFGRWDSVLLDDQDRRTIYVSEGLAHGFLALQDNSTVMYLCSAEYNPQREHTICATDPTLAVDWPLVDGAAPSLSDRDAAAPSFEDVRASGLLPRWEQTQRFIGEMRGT
# M. tuberculosis GlmU: inhibition of mycobacterial GlmU enzyme – biochemical, glucosamine-1-phosphate acetyltransferase (AID 1376) | M. tuberculosis GlmU acetyltransferase enzyme assay; higher % means a stronger effect | one-dose inhibition, %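 (tested at 30 µM in the primary screen)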; IC50 in µM for titrated hits | 220,000 compounds, 0.25% hits; in the data active means inhibition above about 13%; inconclusive means no clear call, values can overlap the other calls;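 further: 0% = complete reaction with vehicle and 100% = reaction without substrate; strong numbers were not always called active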
# * hit, by the source's call; ? = inconclusive; / = not tested or not shown. Only part of the results is shown, so the mix of outcomes need not match the whole.
SMILES,Mtb RmlCD inh,M. tuberculosis GlmU
COc1ccc(-c2cc3nc(C)cc(N4CC(C)CC(C)C4)n3n2)cc1 (stereo unspecified),32.6,0.1%
CC(NC(=O)NC12CC3CC(CC(C3)C1)C2)C1CCCO1 (stereo unspecified),?,2.8%
CN(CC(=O)Nc1ccc(C#N)cc1)Cc1ccc(Cl)cc1Cl,/,-2.3%
Cc1ccc2cccc(S(=O)(=O)N3CCN(c4ccccc4F)CC3)c2n1,/,-0.7%
CCOc1cc(CNCc2ccccn2)ccc1OCC(=O)NC(C)(C)C,-5.8,4.1%
CC(c1ccco1)N(Cc1ccco1)C(=O)Nc1ccccc1 (stereo unspecified),0.6,6.8%
C=Cc1cccc(NC(=O)COc2ccccc2)c1,-12.0,-6.0%
COc1ccc(NC(=O)CN2C(=O)CSC(C)C2=O)c(OC)c1 (stereo unspecified),-5.8,3.0%
O=C(CCCn1cnc([N+](=O)[O-])n1)Nc1cc(Cl)ccc1O,-9.0,-0.3%
CCCC(C)NC(=O)c1sc2nc3n(c(=O)c2c1C)CCC3 (stereo unspecified),-13.6,-2.7%
Cc1ccc2cc(C(c3nnnn3Cc3ccccc3)N3CCN(c4ccccc4)CC3)c(=O)[nH]c2c1 (stereo unspecified),-4.0,4.5%
N#Cc1cccc(NC(=O)Cn2c3[n+](c4ccc(C(F)(F)F)cc42)CCCCC3)c1,-11.3,-1.9%
O=C1NCCCC1C(=O)N/N=C/c1ccccc1 (stereo unspecified),/,-1.4%
O=C(CN1CCOCC1)Nc1ncc(Cc2cccc(Cl)c2)s1,6.1,1.6%
O=C(CCN1C(=O)CSC1=O)Nc1ccccc1,7.6,1.4%
CCOc1nnc(C)c2c(C)n(-c3cccc(OC)c3)nc12,-1.3,-3.7%
Cn1nc(-c2ccccc2)cc1NC(=O)Nc1ccc(F)cc1,-9.4,-0.9%
CC1=CCC2C(=O)N(c3ccc(C)c(Br)c3)C(=O)C2C1 (stereo unspecified),/,-1.3%
COc1ccccc1/C=N/NC(=O)c1ccc(NC(=O)c2ccccc2Br)cc1,14.2,-3.4%
O=C(c1ccc(Cl)c(S(=O)(=O)N2CCCC2)c1)N1CCN(c2ncccn2)CC1,-8.2,-6.5%
Cc1cc(-c2nnc3n2N=C(C(C)(C)C)CS3)n[nH]1,7.3,4.4%
C=CCNC(=S)NNC(=O)c1ccc(OCC(C)C)cc1,8.0,-1.7%
O=C1C(=O)N(CCN2CCOCC2)C(c2cccnc2)/C1=C(/O)c1ccc(Cl)cc1 (stereo unspecified),-11.7,1.9%
O=C(c1ccccc1)N1CCN(c2ccc([N+](=O)[O-])c(NCC3CCCO3)c2)CC1 (stereo unspecified),-5.1,0.4%
CCOC(=O)c1c(NC(=O)c2ccncc2)sc(C)c1C,-9.7,-3.5%
COC(=O)c1ccc(COc2ccc(/C=N/Nc3cccc(C(=O)O)c3)cc2)cc1,-11.4,6.9%
CCN1CCN(c2nc3ccccc3n3cnnc23)CC1,-5.4,1.4%
Cc1cccc(C)c1NC(=S)NN(Cc1ccccc1)c1ccccc1,/,0.5%
Cc1ccc2nsnc2c1S(=O)(=O)N1CCN(Cc2ccc3c(c2)OCO3)CC1,2.7,0.8%
COc1ccc(COC(=O)c2nc3nc(C)cc(C)n3n2)cc1F,-6.9,-1.0%
CCN(C(=O)COc1cc(=O)n(CC)c2ccccc12)c1cc(Cl)ccc1OC,-8.9,-2.1%
CCCn1c2ccccc2c2nc3ccccc3nc21,7.3,-2.0%
COc1ccc(NC(=O)[C@H](CCS(C)(=O)=O)N2Cc3ccccc3C2=O)c(OC)c1,5.5,2.5%
CCCCC(c1nnnn1CC1CCCO1)N1CCN(c2cccc(C)c2C)CC1 (stereo unspecified),4.4,3.4%
COc1ccc(CN2C(=O)[C@H]3Cc4c([nH]c5ccccc45)C(C)(C)N3C2=O)cc1,/,2.3%
COC(=O)c1c(C(=O)OC)n(CCCN)c2ccc(C)cc12,-3.4,4.6%
CC(C)(C)NC(=O)C(c1ccc(O)cc1)N(Cc1ccco1)C(=O)Cn1nnc(-c2cccs2)n1 (stereo unspecified),/,-1.2%
[O-]/[N+](=C/c1ccc(F)cc1)c1ccc(Cl)cc1,/,1.9%
Cc1cc(-c2n[nH]c(=S)n2/N=C/c2cc([N+](=O)[O-])ccc2Cl)n[nH]1,6.9,5.3%
COc1cccc(/C=C/C(=O)NCc2cn3cc(Cl)ccc3n2)c1OC,-12.8,1.8%
CCOc1ccc(N(C(=O)c2cnsn2)C(C(=O)NC2CCCCC2)c2ccncc2)cc1 (stereo unspecified),5.6,3.0%
CS(=O)(=O)OCCCCOS(C)(=O)=O,/,7.8%
O=C(O)c1ccccc1-c1ccccc1C(=O)NNc1ccccc1,6.6,-6.3%
Cc1ccc(-n2cnnn2)c(S(=O)(=O)N2CCOCC2)c1,/,2.8%
Cc1cc(NC(=O)C2CCC2)n(-c2ccccn2)n1,12.7,1.6%
Cc1ccc(C)c(NC(=O)CCC(=O)NNC(=O)c2cccs2)c1,-11.6,0.3%
CCN(CCNC(=O)c1cc(C)nn1-c1ccccc1)c1ccccc1,17.0,8.9%
Cc1ccc(CON=C2CCN(c3ncc(C(F)(F)F)cc3Cl)CC2)cc1,/,0.7%
Cc1cc(-c2csc(NC(=O)c3ccc(S(=O)(=O)N(C)C)cc3)n2)c(C)n1-c1ccccc1,8.8,1.5%
Cc1ccc(S(=O)(=O)Cc2ccc(C(=O)N3CCC4(CC3)OCCO4)o2)cc1,-1.6,7.6%

# By substructure: the compounds so far with a Cl atom (ten)
SMILES,Mtb RmlCD inh,M. tuberculosis GlmU
CN(CC(=O)Nc1ccc(C#N)cc1)Cc1ccc(Cl)cc1Cl,/,-2.3%
O=C(CCCn1cnc([N+](=O)[O-])n1)Nc1cc(Cl)ccc1O,-9.0,-0.3%
O=C(CN1CCOCC1)Nc1ncc(Cc2cccc(Cl)c2)s1,6.1,1.6%
O=C(c1ccc(Cl)c(S(=O)(=O)N2CCCC2)c1)N1CCN(c2ncccn2)CC1,-8.2,-6.5%
O=C1C(=O)N(CCN2CCOCC2)C(c2cccnc2)/C1=C(/O)c1ccc(Cl)cc1 (stereo unspecified),-11.7,1.9%
CCN(C(=O)COc1cc(=O)n(CC)c2ccccc12)c1cc(Cl)ccc1OC,-8.9,-2.1%
[O-]/[N+](=C/c1ccc(F)cc1)c1ccc(Cl)cc1,/,1.9%
Cc1cc(-c2n[nH]c(=S)n2/N=C/c2cc([N+](=O)[O-])ccc2Cl)n[nH]1,6.9,5.3%
COc1cccc(/C=C/C(=O)NCc2cn3cc(Cl)ccc3n2)c1OC,-12.8,1.8%
Cc1ccc(CON=C2CCN(c3ncc(C(F)(F)F)cc3Cl)CC2)cc1,/,0.7%

# Next part.
SMILES,Mtb RmlCD inh,M. tuberculosis GlmU
CC1=NNC(=O)/C1=C\c1cn(-c2ccccc2)nc1-c1cccs1,/,5.0%
CC(C)(C)Nc1nc2nonc2nc1NC(C)(C)C,6.8,6.4%
COc1ccccc1N1C(=O)CC(Sc2ccccc2N)C1=O (stereo unspecified),/,1.5%
Cc1ccc(S(=O)(=O)N2CCC(C(N)=O)CC2)c(C)c1C,3.5,1.8%
C=C(Cl)COc1ccc2c(CCC)cc(=O)oc2c1,-5.0,0.0%
Cc1ccc(N2CC(C(=O)NCc3cccs3)CC2=O)cc1C (stereo unspecified),/,-1.4%
CCc1cc2c(N[C@@H](Cc3c[nH]c4ccccc34)C(=O)O)ncnc2s1,/,3.4%
CCOc1ccc(C(=O)N/N=C/c2ccc(-c3ccc(S(=O)(=O)Nc4ncccn4)cc3)o2)cc1,2.5,-1.3%
COc1ccc(N=CC2=C(O)CC(C)(C)CC2=O)cc1OC,/,6.7%
C=CCNC(=S)NNC(=O)C(CC(C)C)CC(C)O (stereo unspecified),-4.2,-0.8%
CCOC(=O)C1C(=O)C=C(c2ccc(OC)cc2)CC1c1ccco1 (stereo unspecified),15.1,-4.8%
Nc1cc(-c2ccccc2)nn1Cc1ccccc1,-7.8,-2.3%
Cc1cc(N2CCC(C)CC2)nc(-n2nc(C)cc2C)n1,/,-1.0%
CCOC(=O)Cc1csc(NC(=O)c2c(-c3c(Cl)cccc3Cl)noc2C)n1,/,6.1%
O=C(N/N=C\c1ccc(COc2ccc([N+](=O)[O-])cc2)o1)c1ccc(Cl)cc1,7.0,1.1%
O=c1c2ccccc2sn1-c1ccccc1,/,4.9%
CC(C)CNC(=O)C1CCCN(C(=O)NCc2ccccc2)C1 (stereo unspecified),3.8,-9.8%
CCN(CC)CCCNc1nc2cc(OC)c(OC)cc2c2nc(-c3cccnc3)nn12,/,-10.3%
O=C(COc1cccc(-n2cnnn2)c1)Nc1ccccc1,/,-0.9%
COc1cc(S(=O)(=O)N2CCN(c3ccccc3)CC2)ccc1F,-4.6,4.5%
CCN1CCCC1CNC(=O)CN1C(=O)COc2ccc(C)cc21 (stereo unspecified),/,-0.2%
CN(c1ccc([N+](=O)[O-])cc1C(N)=O)C1CCCCC1,5.4,3.4%
NC12CN3CN(CN(C3)C1)C2 (tested in a mixture with another compound),/,-4.3%
CCCCC(=O)Nc1cccc(C(C)O)c1 (stereo unspecified),8.0,-2.9%
COc1ccc(/C=C/C(=O)NCc2cnn(C)c2C)cc1COc1ccc(Br)cc1,35.8,-1.1%
CC1CN(c2nc(Nc3ccccc3)nc(N)c2[N+](=O)[O-])CC(C)O1 (stereo unspecified),-2.3,-2.2%
O=C(Nn1c(=S)[nH]c2ccccc2c1=O)c1ccncc1,/,-1.7%
Cc1cccc(NC(=O)NCC(c2cccnc2)N2CCOCC2)c1 (stereo unspecified),-4.2,/
Clc1ccc(CN2CCN(/N=C/c3cccnc3)CC2)cc1,-12.8,-4.8%
COC(=O)c1c(C(=O)OC)c(-c2ccc(C)cc2)n2c1CS(=O)C2 (stereo unspecified),/,-1.1%
CC1CCCCC1NC(=O)COc1ccc(-n2cnnn2)cc1 (stereo unspecified),0.0,-6.5%
CCC(=O)c1ccc(N2CCN(C(=O)c3cccc(F)c3)CC2)c(F)c1,-6.5,6.8%
O=C(NCc1cccs1)C1CC(=O)N(C2CCCC2)C1 (stereo unspecified),-8.9,7.7%
CCOCCCn1c(=S)[nH]c2cc(C(=O)N3CCOCC3)ccc2c1=O,/,3.3%
COCC(C)n1c(C)cc(C(=O)COC(=O)CN=C2NS(=O)(=O)c3ccccc32)c1C (stereo unspecified),-11.5,-3.0%
CCn1c(SCc2ccc(OC)cc2)nnc1-c1ccncc1,-4.8,-0.9%
O=C(Nc1nc(-c2cccs2)c(C(=O)C(F)(F)F)s1)c1ccco1,-9.6,2.9%
COC(C[C@@H]1O[C@H]1[C@H](O)COCc1ccccc1)OC,/,0.3%
Cc1sc2ncn(CC(=O)NCc3ccccn3)c(=O)c2c1S(=O)(=O)N1CCOCC1,/,-3.2%
COc1cc(/C=C/c2ccc3c([N+](=O)[O-])cccc3n2)ccc1OCC(=O)O,/,4.1%

# Two of these compounds, set out differently.
# Below each compound – Mtb RmlCD inh | M. tuberculosis GlmU
- O=C(NCc1cccs1)C1CC(=O)N(C2CCCC2)C1 (stereo unspecified)
  -8.9 | 7.7%
- CCOCCCn1c(=S)[nH]c2cc(C(=O)N3CCOCC3)ccc2c1=O
  / | 3.3%

# Continuation.
SMILES,Mtb RmlCD inh,M. tuberculosis GlmU
CC(C)OC(=O)/C(C#N)=C/c1cn(Cc2ccccc2)c2ccccc12,/,-5.2%
COc1ccc(CNC(=O)CCC(=O)Nc2nnc(CC(C)C)s2)cc1,/,-5.8%
COc1ccccc1-c1nnc(SCC(=O)NCc2ccco2)n1N,7.0,-6.1%
NS(=O)(=O)c1ccc2nc(NC(=O)C3CCCO3)sc2c1 (stereo unspecified),-8.3,3.6%
C=CCc1c(C)nc2c(C(=O)O)cnn2c1C,4.2,0.4%
CCCCOc1ccc(C(=O)NCCCC(=O)N2CCCCC2)cc1,-7.8,2.8%
O=C(CC1CC2CCC1C2)OCC(=O)c1c[nH]c2ccccc12 (stereo unspecified),/,-0.7%
CC1=NNC(=O)C1CCC(=O)N/N=C/c1ccc(Cl)cc1Cl (stereo unspecified),-8.1,-3.5%
Cc1nc2ncnn2c(C)c1CCC(=O)N1CC(C)CC(C)C1 (stereo unspecified),-2.5,-6.0%
COc1cc(NC(=S)N2CCN(C)CC2)c(OC)cc1Cl,7.0,4.0%
Cc1ccccc1NC(=O)c1nc2nccc(C)n2n1,13.8,3.2%
Cc1nn(-c2cc(C(F)(F)F)ccc2Cl)c2nc(C(F)(F)F)[nH]c(=O)c12,/,0.4%
Cc1sc2nc(SCc3nc4ccccc4[nH]3)n(Cc3ccco3)c(=O)c2c1C,8.1,0.8%
O=C(CCCCCn1c(=S)[nH]c2ccc(N3CCOCC3)cc2c1=O)NCc1ccccc1,/,-1.2%
COc1cccc(/C=C/C(=O)c2c(O)cc(C)oc2=O)c1O,/,-9.6%
Cc1ccc(NC(=O)c2ccc(-n3cccn3)nc2)cc1,-9.4,2.0%
O=C(Nc1ccccc1)C1=C[C@@H](c2csc3ccccc23)C[C@@H](OCc2ccc(CO)cc2)O1,/,-2.9%
Nc1c(S(=O)(=O)c2cccs2)c2nc3ccccc3nc2n1CCc1ccccc1,4.5,/
Fc1ccc(/C=N/Nc2ccccn2)cc1,-9.3,1.4%
Cc1ccc(-c2nnn(CC(=O)N(CC(=O)NCc3ccccc3)c3cccc(C)c3C)n2)o1,-7.5,-2.3%

# Screening results (PubChem)
